Diaph act CS: counter-screen for diaphorase-based assays: diaphorase activators and chemical reducers; Diaphorase/resazurin coupled assay, resorufin fluorescence, 16 min; stronger effect = higher value; 1 = vehicle wells, 0 = NADH-free wells; activation factor at 20 µM; 0.005% of 190,000 active; AID 1229;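 active = diaphorase activity raised at least twofold by the compound at 20 µM; inactive = activation factor below 2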
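Material: Clostridium kluyveri diaphorase, purified enzyme; Quantity: enzyme 0.07 U/mL final; Medium: HEPES pH 7.4 buffer with MgCl2 and Tween 20; Dosing: single compound dose of 20 µM, 1% DMSO final; Schedule: 16 min reaction at room temperature; Measured by: red resorufin fluorescence at 544/590 nm excitation/emission.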
Diaph inh CS: counter-screen for diaphorase-based assays: diaphorase inhibitors and chemical oxidizers | diaphorase resazurin-to-resorufin fluorescence, NADH, 16 min; bacterial (C. kluyveri) enzyme, not human | AID 1217 | 0.69% of 190,000 active | inhibition, % at 20 µM;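 active = primary screen inhibition at 20 µM above a set limit, cut at about 50% in these data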;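 also: plate controls were DMSO with full reaction for no effect and wells lacking NADH for full effect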
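controls = No-NADH positive control and DMSO neutral control | system = Clostridium kluyveri diaphorase enzyme | timing = reaction incubation of 16 min at room temperature | signal = resorufin fluorescence 544/590 nm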
STAT1 inh: STAT1 signaling inhibition; AID 920; 0.35% of 200,000 active; NIH 3T3 STAT1-luciferase reporter, IFN-gamma, luminescence; inhibition, % at 5.5 µM;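 active = inhibition above a set limit, the mean inhibition across all tested compounds plus 3 SD, cut at about 34% in these data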;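 also: 0% = IFN-gamma with DMSO and 100% = IFN-gamma with 300 µM nifuroxazide; values of inactives mirror those of a sister screen read the other way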
TLR4-MyD88 BLA: blocks binding of human TLR4 to MyD88; HeLa CL3-4 TLR4/MyD88 BLA complementation, FRET ratio; inhibition, % at 8.4 µM; 0.18% of 200,000 active; AID 861; in the data active = inhibition above about 25%;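 also: 0% = vehicle and 100% = reference inhibitor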
Target sequence (O00206 whole entry, looked up): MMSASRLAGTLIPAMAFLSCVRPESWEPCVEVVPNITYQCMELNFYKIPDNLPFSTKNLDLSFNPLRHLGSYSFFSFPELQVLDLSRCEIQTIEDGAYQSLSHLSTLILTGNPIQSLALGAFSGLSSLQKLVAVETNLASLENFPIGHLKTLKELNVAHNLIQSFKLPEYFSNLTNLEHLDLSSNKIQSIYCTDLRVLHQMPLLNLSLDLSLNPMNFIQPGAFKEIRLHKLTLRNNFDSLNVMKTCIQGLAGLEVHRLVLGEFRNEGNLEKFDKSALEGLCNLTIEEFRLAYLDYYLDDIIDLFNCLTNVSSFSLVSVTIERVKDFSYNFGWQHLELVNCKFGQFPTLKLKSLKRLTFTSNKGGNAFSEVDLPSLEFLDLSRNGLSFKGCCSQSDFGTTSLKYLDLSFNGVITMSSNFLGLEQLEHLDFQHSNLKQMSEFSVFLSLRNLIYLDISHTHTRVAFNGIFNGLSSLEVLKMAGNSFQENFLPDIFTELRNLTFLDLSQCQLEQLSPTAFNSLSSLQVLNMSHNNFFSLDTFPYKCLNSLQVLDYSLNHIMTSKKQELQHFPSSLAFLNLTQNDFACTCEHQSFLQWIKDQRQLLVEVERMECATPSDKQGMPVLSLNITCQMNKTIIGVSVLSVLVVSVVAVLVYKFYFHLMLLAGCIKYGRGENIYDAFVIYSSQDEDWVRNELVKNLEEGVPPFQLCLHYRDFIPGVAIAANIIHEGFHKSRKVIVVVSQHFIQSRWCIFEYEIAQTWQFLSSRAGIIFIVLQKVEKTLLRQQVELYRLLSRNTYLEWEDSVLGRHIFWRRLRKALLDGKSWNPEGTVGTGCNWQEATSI
Target sequence (Q99836 whole entry, looked up): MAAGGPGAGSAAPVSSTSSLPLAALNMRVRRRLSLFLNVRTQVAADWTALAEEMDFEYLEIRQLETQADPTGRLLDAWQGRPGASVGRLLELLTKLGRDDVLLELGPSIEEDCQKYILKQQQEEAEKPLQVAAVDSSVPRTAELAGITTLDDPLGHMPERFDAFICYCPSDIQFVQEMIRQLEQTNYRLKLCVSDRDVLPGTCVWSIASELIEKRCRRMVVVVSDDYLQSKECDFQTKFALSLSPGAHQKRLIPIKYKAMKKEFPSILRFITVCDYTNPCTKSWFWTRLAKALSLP
G6PDH CS: inhibits Leuconostoc G6PDH, flagging false hits in G6PDH-based assays. Purified L. mesenteroides G6PDH, diaphorase/resazurin coupled fluorescence, 45 min. inhibition, % at 5 µM. 0.12% of 200,000 active; in the data active = inhibition above about 50%
STAT3 blocker: STAT3 signaling inhibition; U3A cells, IL-6 STAT3-luciferase reporter, luminescence; host cell line lacks STAT1; inhibition, % at 5.5 µM; 0.89% of 190,000 active;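 active = inhibition above the mean inhibition across all screened compounds plus 3 SD, cut at about 44% in these data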;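 also: 0% = DMSO only wells and 100% = 100 µM nifuroxazide control wells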
STAT1 activator: increases IFN-gamma driven STAT1 reporter signal; activation (% of control), % at 5.5 µM; 2.6% of 200,000 active; NIH 3T3 STAT1-luciferase reporter, luminescence; 100% = IFN-gamma alone, no compound;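 active = activation above the screen-wide mean activation plus 3 SD, cut at about 130% in these data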;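 also: raw ratio to IFN-gamma control signal so 100% means no change and 0% no light; values of inactives mirror those of a sister screen read the other way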
Hsp70 activator: transcriptional activators of Hsp70; 0.04% of 200,000 active; HeLa Hsp70 promoter luciferase reporter, luminescence; scaled: vehicle 0, proteasome-inhibitor control 100%; activation, % at 10 µM;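 active = activation above the mean across all tested compounds plus 3 SD, cutoff set per campaign, cut at about 5.5% in these data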;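 also: 100% = MG132 at 30 µM as the positive control and 0% = DMSO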
APP transl inh: APP translation inhibition | SH-SY5Y APP 5'UTR-luciferase reporter, luminescence | inhibition, % at 2 µM | 0.82% of 190,000 active;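 active = inhibition above a set limit, derived from the sample mean plus 3 SD, cut at about 45% in these data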; also: values of inactives mirror those of a sister screen read the other way
STAT3 act: increases IL-6 driven STAT3 reporter signal | activation (% of control), % at 5.6 µM | 0.91% of 190,000 active | AID 871 | U3A cells, IL-6 STAT3-luciferase reporter, luminescence; 100% = signal with IL-6 EC80 alone;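 active = activation above the screen-wide mean of compound activation plus 3 SD, cut at about 130% in these data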;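 also: 0% = background luminescence of wells with medium and substrate only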
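system = STAT3-luciferase reporter U3A cells | reagent = IL-6 stimulus at 33 ng/mL final | timing = 1 h compound pre-exposure, 6 h IL-6 stimulation, 37 °C | measured by = luminescence | evaluation = % activation versus median of IL-6-stimulated wells | control set = IL-6-only wells as 100% reference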
Active calls of the source: *; / = no result given. Rows were taken by chance. About 6.1% of those tested had a hit in this group.

SMILES | Diaph act CS | Diaph inh CS | STAT1 inh | TLR4-MyD88 BLA | G6PDH CS | STAT3 blocker | STAT1 activator | Hsp70 activator | APP transl inh | STAT3 act
Cc1ccc(-c2nc(CN(Cc3c(C)nn(C)c3C)C(C)C)c(C)o2)o1 | 0.6 | 41 | 6 | -2 | 8 | 4 | 93 | -0.3 | 20 | 99
Cc1cc(C)n2c(SCC(=O)Nc3cc(C)on3)nnc2n1 | 0.9 | 11 | 7 | 5 | 9 | 13 | 93 | -0.4 | -4 | 92
O=C(c1ccccc1-c1nc2ccccc2[nH]1)N1CCCCC1 | 0.8 | 21 | -4 | 0 | 0 | 5 | 104 | -0.4 | 6 | 100
Cc1cc(-c2ccc3ccccc3c2)n2ncnc2n1 | 1 | -2 | -11 | 1 | 3 | 22 | 109 | -0.2 | 9 | 84
CC(C)(C)C(=O)NC(=S)Nc1ccc(F)cc1 | 0.8 | 18 | -8 | -1 | 4 | 2 | 107 | -0.1 | -1 | 101
COc1ccc(C(=O)/C=C/C(=O)N(CC(=O)NC2CCCCC2)Cc2ccccc2)c(O)c1 | 0.9 | 9 | -3 | 19 | 10 | -15 | 102 | -0.2 | 73* | 117
Cc1csc(SCCn2c(N3CCCC3)nc3c2c(=O)[nH]c(=O)n3C)n1 | 1 | 2 | 0 | 0 | -8 | -5 | 100 | 1.0 | 5 | 104
CCOc1ccc(NC(=O)c2ccc3nccnc3c2)cc1 | 0.9 | 10 | -25 | 1 | 8 | 22 | 126 | -0.2 | / | 82
CCOc1ccccc1NC(=S)N(CCN(C)C)C(C)c1ccncc1 (centres undefined) | 1 | 3 | 2 | 8 | 0 | 0 | 97 | 0.4 | -24 | 103
COc1ccc(OC)c(C(=O)COC(=O)CNC(=O)C2CCCCC2)c1 | 0.9 | 7 | 3 | -5 | 1 | -5 | 97 | 0.1 | -11 | 109
Cc1cc(NC(=O)CSc2cn(CCNC(=O)c3ccccc3)c3ccccc23)no1 | 0.8 | 21 | -4 | 0 | 2 | 3 | 103 | -0.2 | 9 | 105
COc1ccc(/C=N/n2c(-c3ccco3)nc3ccccc3c2=O)cc1 | 0.8 | 21 | -2 | -5 | 6 | 18 | 107 | -0.2 | 1 | 87
C/C(=N\NC(=O)c1nc2ccccn2c1C)c1cc2ccccc2o1 | 1 | -3 | -8 | -1 | 8 | 18 | 107 | -0.5 | 8 | 89
COc1cccc(NC(=O)CN(C)C(=O)COc2ccc3ccccc3c2)c1 | 0.8 | 23 | 2 | -6 | -10 | -17 | 99 | -0.5 | -4 | 113
COC(=O)c1[nH]c2cc(OC)ccc2c1NC(=O)CN1CCN(c2cccc(C)c2)C(C)C1 (centres undefined) | 0.8 | 18 | 3 | -9 | 8 | 2 | 97 | -0.3 | -6 | 103
Clc1ccccc1CSc1nnc(/C=C/c2ccccc2)o1 | 0.8 | 16 | 5 | -2 | 7 | 6 | 96 | -0.2 | -29 | 96
Cc1cc(C(=O)Nc2sc3c(c2C#N)CCC(C)C3)cs1 (centres undefined) | 0.9 | 14 | -57 | 1 | 2 | 4 | 152* | 0.1 | -30 | 99
O=C(N/N=C/c1ccccc1)c1sccc1OCc1ccc(F)cc1 | 0.9 | 13 | -2 | 3 | 4 | 6 | 97 | -0.3 | 2 | 103
COc1cccc(/C=N/n2c(-c3n[nH]c4c3CCC4)n[nH]c2=S)c1O | 0.4 | 58* | 9 | -6 | 28 | -9 | 91 | -0.2 | -14 | 103
COCc1[nH]nc2c1C1(C(=O)N(C)c3ccccc31)C(C#N)=C(N)O2 (centres undefined) | 0.9 | 14 | -6 | 9 | 3 | -2 | 105 | -0.3 | -6 | 104
Cc1nn(-c2ccccc2)c(NC(=O)c2cccs2)c(-c2ccc(Cl)cc2)c1=O | 0.9 | 12 | -8 | 7 | 5 | -1 | 107 | -0.2 | -25 | 103
CC(=O)Nc1ccc(S(=O)(=O)NNC(=O)c2cccc(Br)c2)cc1 | 0.9 | 8 | 5 | 11 | 0 | 3 | 95 | -0.3 | 2 | 103
Cc1[nH][nH]c(=O)c1C(c1c(C)[nH][nH]c1=O)c1cn(Cc2ccc(Cl)c(Cl)c2)c2ccccc12 | 0.6 | 38 | 1 | -4 | -11 | -8 | 100 | 0.0 | 81* | 103
COC(=O)Nc1ncc(CN2CCc3ccccc3C2)s1 | 0.8 | 20 | -2 | 8 | 3 | -6 | 102 | -0.4 | 12 | 109
CN(C)CCNC(=S)Nc1ccc(-c2nc3ccccc3[nH]2)cc1 | 1.1 | -8 | -2 | -8 | -1 | 21 | 102 | -0.1 | -163 | 89
Next section
SMILES | Diaph act CS | Diaph inh CS | STAT1 inh | TLR4-MyD88 BLA | G6PDH CS | STAT3 blocker | STAT1 activator | Hsp70 activator | APP transl inh | STAT3 act
COc1cc(OC)cc(C(=O)n2nc(C)cc2C)c1 | 0.9 | 7 | 1 | -1 | 8 | -6 | 99 | -0.4 | 18 | 106
O=C(/C=C/Nc1ccccc1OC(F)(F)F)C(F)(F)F | 1 | 2 | 9 | -10 | 5 | 11 | 92 | -0.1 | 3 | 93
O=C(c1cc2nc(C3CC3)cc(C(F)(F)F)n2n1)N1CCCC1 | 0.9 | 12 | -3 | 4 | -21 | -1 | 100 | -0.3 | -33 | 103
O=C(Nc1ccc(NC(=S)NC(=O)c2cccs2)cc1)c1ccccc1 | 0.9 | 12 | -2 | 0 | 10 | 9 | 102 | -0.4 | 15 | 94
Cn1c(N)c(C(=O)c2ccc(F)cc2F)c(=O)n(C)c1=O | 1 | 3 | 0 | -9 | -9 | 10 | 100 | -0.5 | -18 | 87
O=C(COC(=O)c1cc(C(F)(F)F)cc(C(F)(F)F)c1)NCc1ccc(Cl)cc1 | 0.9 | 7 | -2 | -13 | 0 | -4 | 102 | -0.3 | -14 | 103
O=C(O)CCC(=O)Nc1nc2ccccc2s1 | 0.8 | 17 | 2 | 3 | -2 | -6 | 98 | -0.2 | -11 | 103
CC1=CC(C)(C)N2C(=O)C3(N=C(N)NC(Nc4ccccc4)=N3)c3cc(C)cc1c32 (centres undefined) | 1 | 2 | 5 | 3 | -30 | 5 | 95 | 0.2 | -10 | 99
NS(=O)(=O)c1ccc(NC(=O)N2c3ccccc3Sc3ccccc32)cc1 | 0.9 | 12 | 7 | 1 | -1 | -2 | 94 | -0.2 | -6 | 109
Cn1c(CSc2ncccn2)nnc1SCC(=O)N1CCCCCC1 | 0.8 | 15 | 1 | -13 | 5 | 7 | 98 | 0.0 | 0 | 100
CCOC(=O)CSc1nc2ccc(C)cc2cc1C#N | 0.9 | 15 | -62 | 17 | 4 | 2 | 157* | 0.7 | / | 105
CC(C)C(=O)N1CCN(c2ccc(NC(=O)c3cccs3)cc2)CC1 | 0.9 | 12 | 2 | 2 | 5 | 4 | 98 | -0.3 | -1 | 100
CC(=O)Nc1cc2c(cc1NC(=O)Cn1nnc(-c3ccc(C)o3)n1)OCCO2 | 0.8 | 20 | 1 | 5 | 11 | 3 | 99 | 0.1 | -22 | 98
Cc1ccc(Cl)cc1NC(=O)COC(=O)c1ccc(N2CCCC2)c([N+](=O)[O-])c1 | 0.9 | 8 | 5 | -4 | -20 | -2 | 95 | -0.4 | -17 | 100
NC(=O)CSc1nc(-c2ccccc2)c(-c2ccccc2)o1 | 0.7 | 29 | 0 | -6 | 3 | 14 | 103 | -0.2 | -12 | 90
c1ccc(-c2nnc(SCc3nc4ccccc4[nH]3)o2)cc1 | 0.9 | 14 | 13 | 1 | 4 | -4 | 88 | -0.1 | -37 | 109
O=C(O)c1ccc2c(c1)C(=O)N(c1cccc(C(=O)/C=C/c3ccccc3)c1)C2=O | 0.9 | 10 | -7 | -9 | 24 | 1 | 104 | 0.8 | 2 | 103
CCOc1cc(-c2nnc(-c3ccco3)o2)cc(OCC)c1OCC | 1 | -4 | 1 | 1 | 1 | -4 | 100 | 0.3 | 3 | 107
Cc1cccnc1CN1CCN(C(=O)CCc2nnc(CCc3ccccc3)o2)CC1 | 1 | -3 | -18 | 1 | 2 | -1 | 115 | -0.3 | -33 | 104
COc1ccc(N(CC(=O)Nc2ccc3c(c2)OCO3)S(=O)(=O)c2ccc(F)cc2)cc1 | 0.8 | 21 | -2 | -11 | 20 | -10 | 102 | -0.4 | -1 | 111
O=S(=O)(c1ccc(S(=O)(=O)N(Cc2cccs2)CC2CCCO2)cc1)N1CCCCC1 (centres undefined) | 0.9 | 7 | -32 | 4 | 2 | 10 | 129* | -0.1 | -21 | 95
COc1cc(/C=N/n2cnnc2)ccc1OC(=O)c1ccncc1 | 0.9 | 10 | 10 | 0 | 5 | -5 | 91 | 0.5 | -3 | 105
CCN1CCCc2cc(CN(CCN3CCOCC3)C(=S)Nc3cccc(C)c3)ccc21 | 0.8 | 16 | -2 | -21 | 4 | 6 | 100 | -0.1 | -12 | 102
CCCOC(=O)c1ccc(NC(=O)Oc2ccccc2)cc1 | 1 | -1 | -2 | -7 | 10 | 18 | 102 | -0.3 | 0 | 88
CCc1ccc(C(=O)CSc2nc(C)cc(=O)[nH]2)cc1 | 1 | 0 | -2 | -11 | 3 | 5 | 101 | -0.1 | -17 | 99
Next section.
SMILES | Diaph act CS | Diaph inh CS | STAT1 inh | TLR4-MyD88 BLA | G6PDH CS | STAT3 blocker | STAT1 activator | Hsp70 activator | APP transl inh | STAT3 act
COc1ccccc1CNC(=O)C(=O)Nc1nccs1 | 0.9 | 13 | -8 | -12 | 6 | 15 | 106 | -0.1 | -6 | 89
CCC(=O)c1ccc(OCC(=O)N(C)CC(=O)Nc2cccc(F)c2)cc1 | 1 | 2 | -4 | 3 | 2 | -3 | 102 | 0.1 | -11 | 105
COc1ccc(NC(=O)COc2ccc(/C=N/NC(=O)c3cccnc3)cc2OC)cc1 | 0.9 | 6 | -1 | 11 | 13 | 2 | 100 | -0.2 | -7 | 100
O=C(CC1NCCNC1=O)Nc1cc(Cl)cc(Cl)c1 (centres undefined) | 0.9 | 7 | 1 | 2 | -4 | 0 | 99 | 0.0 | 3 | 108
COc1cc(OC)c(C(=O)Oc2ccc3c(c2)OCO3)cc1OC | 1.2 | -21 | 0 | 10 | 17 | 12 | 100 | -0.4 | -31 | 93
CC(C)COc1ccc(C(=O)Nc2ccc(SC(F)F)cc2)cc1 | 1 | 0 | -15 | -2 | -9 | 3 | 113 | 0.1 | -74 | 97
COc1ccc(-c2csc(C3=C(O)CN(CCCN4CCCC4=O)C3=N)n2)cc1OC | 0.8 | 18 | 12 | -15 | -3 | 0 | 87 | -0.1 | -41 | 105

Entries listed so far shown as hits in APP transl inh:
compound | STAT1 inh | TLR4-MyD88 BLA | G6PDH CS | STAT1 activator | Hsp70 activator | APP transl inh | STAT3 act
COc1ccc(C(=O)/C=C/C(=O)N(CC(=O)NC2CCCCC2)Cc2ccccc2)c(O)c1 | -3 | 19 | 10 | 102 | -0.2 | 73* | 117
Cc1[nH][nH]c(=O)c1C(c1c(C)[nH][nH]c1=O)c1cn(Cc2ccc(Cl)c(Cl)c2)c2ccccc12 | 1 | -4 | -11 | 100 | 0.0 | 81* | 103
